# PLK1 PBD inh: qHTS for Inhibitors of PLK1-PDB (polo-like kinase 1 - polo-box domain): Primary Screen; Serine/threonine-protein kinase PLK1 (Homo sapiens), P53350; Plk1 PBD binding of FITC phosphopeptide, fluorescence polarization; Potency, µM, for the others: max response, negative = inhibition, most hits filed as inhibitors; 360,000 compounds, 2.8% hits; AID 720504, 2013; note: potency is the fitted concentration of half-maximal effect; series mostly up to about 57 µM; % is set by controls: 0 for no effect and ±100 for the full control effect; nearly all actives have a fitted effect of over 65% in size
# GLP1R cytotox: qHTS of GLP-1 Receptor Inverse Agonists: Cytotox Screen | 410,000 compounds, 0.13% hits | HEK293 cAMP-luciferase reporter cells, luminescence, 24 h | Potency, µM (series often up to 38.3 µM), without a hit: top-dose activity change, negative = inhibition, most hits filed as inhibitors;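 note: loss of luciferase light is scored as toxicity; potency is the fitted concentration of half-maximal effect; % is set by controls: 0 for no effect and ±100 for the full control effect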
#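 To flag toxic compounds, the library was rerun on cells for 24 hr at 37 deg C and 5% CO2. Viability-linked luminescence was captured 12 min after adding luciferase detection reagent.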
# IL2 activator: qHTS of IL-2 Activators; IL-2 activation reporter assay, cell-based qHTS; stimulated with anti-CD3/CD4/CD28 beads; in transgenic mouse T cells; AID 652025, 2013; 360,000 compounds, 0.065% hits; activation, % (series mostly up to about 46 µM); in the data active = activation above about 50%; inconclusive = mostly about 30% to 49%; note: 0% is about no effect
#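 First, unstimulated transgenic mouse T cells were exposed to compound for 60 min. Next, anti-CD3/anti-CD4-coated beads with anti-CD28 were added. Finally, after 18 h at 37 degrees C, EGFP and DsRed were imaged.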
# GLP1R inv ag: qHTS of GLP-1 Receptor Inverse Agonists (Inhibition Mode); Glucagon-like peptide 1 receptor (Homo sapiens), P43220; AID 624417, 2012; Potency, µM (series often up to 38.3 µM), for the others: top-dose activity change, negative = inhibition, usual class: inhibitors; HEK293 GLP-1R CRE-luciferase, luminescence, 24 h; GLP-1R form is constitutively active; 410,000 compounds, 1.6% hits; note: potency is the fitted concentration of half-maximal effect; % is set by controls: 0 for no effect and ±100 for the full control effect; nearly all actives have a fitted effect of over 55% in size
# Target sequence (P43220 whole entry, looked up): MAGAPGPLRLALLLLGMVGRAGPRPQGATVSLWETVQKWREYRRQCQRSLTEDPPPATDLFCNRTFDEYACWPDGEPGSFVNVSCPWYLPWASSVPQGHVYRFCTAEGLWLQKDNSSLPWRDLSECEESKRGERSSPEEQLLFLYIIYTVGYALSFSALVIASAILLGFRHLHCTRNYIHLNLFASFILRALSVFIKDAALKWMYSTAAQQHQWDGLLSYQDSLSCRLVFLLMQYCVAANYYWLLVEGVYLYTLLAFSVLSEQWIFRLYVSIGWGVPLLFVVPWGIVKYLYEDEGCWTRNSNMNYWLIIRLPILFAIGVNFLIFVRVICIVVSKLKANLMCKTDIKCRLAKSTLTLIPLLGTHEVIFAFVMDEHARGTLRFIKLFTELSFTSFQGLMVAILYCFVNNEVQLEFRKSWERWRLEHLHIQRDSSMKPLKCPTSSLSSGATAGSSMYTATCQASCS
#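 Inverse agonists were sought by their lowering of basal cAMP reporter luciferase output in HEK293 cells stably carrying constitutively active human GLP-1R, after 24 h compound treatment.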
# GLP-1R agonist: qHTS of GLP-1 Receptor Agonists. HEK293 GLP-1R CRE-luciferase, luminescence, 4-6 h; cells express a hypersensitive GLP-1R form. Potency, µM (doses to about 45.6 µM), for inactives: top-dose activation, most hits filed as activators. 380,000 compounds, 0.007% hits. AID 624172, 2012; note: potency is the fitted concentration of half-maximal effect; % of control where 0% means no effect
# PI5P4Ka inh: qHTS for Inhibitors of phosphatidylinositol 5-phosphate 4-kinase (PI5P4K). Phosphatidylinositol 5-phosphate 4-kinase type-2 alpha (Homo sapiens), P48426. 330,000 compounds, 1.2% hits. PI5P4Kalpha enzyme, ADP-Glo luminescence, 60 min; stronger effect = lower value. AID 652105, 2013. max response, %; active = max response of -50% or lower; inconclusive = between -30% and -50%; inactive = -30% or higher; note: value at the top dose of about 77 µM; % is set by controls: 0 for no effect and ±100 for the full control effect
# Target sequence (P48426 whole entry, looked up): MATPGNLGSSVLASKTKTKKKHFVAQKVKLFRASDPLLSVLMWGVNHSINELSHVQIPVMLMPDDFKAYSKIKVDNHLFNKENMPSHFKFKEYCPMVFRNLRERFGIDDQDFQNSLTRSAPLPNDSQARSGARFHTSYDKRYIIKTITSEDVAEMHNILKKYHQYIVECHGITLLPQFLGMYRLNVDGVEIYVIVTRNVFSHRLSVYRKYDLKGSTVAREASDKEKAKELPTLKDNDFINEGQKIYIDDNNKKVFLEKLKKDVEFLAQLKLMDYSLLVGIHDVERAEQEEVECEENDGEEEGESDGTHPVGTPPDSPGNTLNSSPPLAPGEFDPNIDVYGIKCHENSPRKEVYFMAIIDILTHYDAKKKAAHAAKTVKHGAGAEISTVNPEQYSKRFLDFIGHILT
#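 ADP-Glo luminescence end-point read after a 60 min room-temperature kinase reaction of PI5P4Kalpha plus substrate, initiated with ATP at 5 microM final. Buffer: 0.038 M HEPES pH 7.4, EGTA, 0.1% CHAPS, 5% DMSO.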
# EPAC1 antagonist: qHTS for Antagonist of cAMP-regulated guanine nucleotide exchange factor 3 (EPAC1): primary screen | 360,000 compounds, 0.14% hits | Rap guanine nucleotide exchange factor 3 (Homo sapiens), O95398 | Potency, µM (highest dose often 115 µM), inactives show top-dose activity change, negative = inhibition, most hits filed as inhibitors | EPAC1 GEF assay, Rap1b-BODIPY-GDP exchange fluorescence;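 note: potency is the fitted concentration of half-maximal effect; plate controls were vehicle for no effect and positive control for full effect; nearly all actives have a fitted effect of over 50% in size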
# EPAC1 agonist: qHTS for Agonist of cAMP-regulated guanine nucleotide exchange factor 3 (EPAC1): primary screen | Rap guanine nucleotide exchange factor 3 (Homo sapiens), O95398 | EPAC1 agonist qHTS, biochemical assay; response scale: 100% = response to 6.5 mM cAMP | Potency, µM (top dose mostly 154 µM), for inactives: at the top dose activation, hits mostly activators | 360,000 compounds, 0.073% hits | AID 720707, 2013; note: potency is the fitted concentration of half-maximal effect; nearly all actives have a fitted effect of over 60% in size
#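 Multi-concentration qHTS readout: loss of Rap1B-bound BODIPY-GDP fluorescence driven by 100 nM EPAC1 with excess GDP (50 uM), monitored kinetically at room temperature; agonist response expressed relative to 6.5 mM cAMP.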
# PTHR1 ag: qHTS for PTHR1 Agonists: Primary Screen. Potency, µM (highest dose often 115 µM), for the others: at the top dose activation, usual class: activators. Parathyroid hormone/parathyroid hormone-related peptide receptor (Homo sapiens), Q03431. HEK293 GP2 PTHR1 cells, GloSensor cAMP luminescence, 1 h. 410,000 compounds, 0.075% hits; note: potency is the fitted concentration of half-maximal effect; nearly all actives have a fitted effect of over 55% in size; some results filed as inactive show a strong effect at the top dose; inactives centre near -15; many of its hits are not listed in these tables
#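 HEK-293-derived GP2 cells expressing PTHR1 and a GloSensor cAMP reporter, 3,000/well, plated overnight, given luciferin plus IBMX (each 0.5 mM as added) for 1 h at 37 °C, then compound for 1 h at 37 °C. Luminescence was read after 15 min at room temperature.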
# * hit, by the source's call; i = inactive; ? = inconclusive; . = no result given; [ ] = another dose, or the depositor's remark. Unless noted, calls come from the whole dose curve; as a rule, active = well fitted curve in the direction sought with a large enough effect; inconclusive = small, poorly fitted or top-dose-only effect, or another doubt; inactive = no such curve, though single readings can be large; an effect the other way counts as inactive or inconclusive.
# Screens in order: PLK1 PBD inh, GLP1R cytotox, IL2 activator, GLP1R inv ag, GLP-1R agonist, PI5P4Ka inh, EPAC1 antagonist, EPAC1 agonist, PTHR1 ag
Cc1ccc(OCCn2cnc(Cl)c2Cl)cc1
 : -23.6%, 27.6%, -1.0, ?, 6.5%, 5.2, 3.6%, 1.8%, i
O=C1CCC/C(=N/NC(=O)C2CCN(S(=O)(=O)c3cccs3)CC2)C1
 : -3.5%, -7.1%, 1.2, 2.2%, 13.1%, 4.3, -7.6%, -6.0%, i
CCOC(=O)C1=CN(C)CCC1=O
 : -6.5%, 8.1%, 1.8, 7.6%, -0.4%, -21.2, -11.3%, -15.0%, i
O=C(CN1CCN(Cc2ccccc2Cl)C1=O)NCc1ccco1
 : -5.2%, -19.2%, -1.6, -28.6%, -5.9%, -0.9, 6.3%, 1.1%, i
Cc1cc(Nc2ccccc2C(=O)O)n(-c2cccc(Cl)c2)n1
 : -20.5%, 2.3%, 0.8, -35.1%, -8.0%, -22.7, -14.9%, -6.2%, -34.9%
COc1ccc(CN2CCN(C(=O)c3cc(C4CC4)nn3-c3ccccc3)CC2)cc1F
 : -19.4%, 3.7%, 2.2, ?, -5.7%, 1.9, -23.8%, -0.6%, -75.6%[inhibitor]
COc1ccc(CCNC(=O)CCCn2c(=S)[nH]c3cc4c(cc3c2=O)OCO4)cc1OC
 : -5.5%, -11.0%, -2.8, 4.3%, -2.3%, 1.4, 1.1%, 1.8%, i
CCOC(=O)c1cc(S(=O)(=O)N2CCN(c3ccccc3F)CC2)[nH]n1
 : ., 6.2%, ., 18.6%, -1.0%, ., ., ., -4.9%
O=C(NC1CC1)c1cccc(-c2cncc3nccn23)c1
 : -14.6%, 8.7%, 1.0, 3.2%, 5.0%, -11.7, -5.4%, -0.5%, 19.1%
CC1Cc2cc(/C(O)=C3/C(=O)C(=O)N(CCN4CCOCC4)C3c3ccc(C(C)C)cc3)ccc2O1 (stereo not given)
 : 0.7%, -5.8%, -0.3, 4.7%, 4.0%, -0.1, -8.1%, -1.9%, i
Cc1ccc(NC(=O)CN2CCC3(O)CCCCC3C2c2ccc3c(c2)OCO3)c(C)c1 (stereo not given)
 : -7.6%, -12.1%, -1.7, ?, 7.8%, ., -5.5%, 7.4%, -9.5%[57.5 µM]
CCCn1cc(SCC(N)=O)c2ccccc21
 : -9.5%, -7.3%, -1.4, 0.0%, -7.3%, 0.5, 17.9%, -10.7%, -10.2%
CC(=O)Nc1nc2ccccc2n1Cc1ccccc1
 : 3.5%, -5.9%, -0.9, 83.5%[activator], -5.0%, ., 16.8%, 1.7%, i
Cc1ccc(-c2nn(-c3ccc(F)cc3)c3c2cnc2cc(F)c(F)cc23)cc1
 : ., -10.1%, ., -1.2%, -1.9%, ., ., ., -47.5%[inhibitor]
CCc1cc(=O)oc2cc(OCC(=O)NCCCN3CCCC3=O)ccc12
 : -7.7%, -6.7%, -2.8, 44.3%[activator], 4.6%, -7.3, 3.4%, -1.6%, i
CN1C(=O)[C@H]2[C@@H](c3ccc(F)cc3)N3C(=O)c4ccccc4NC(=O)[C@@]3(C)[C@H]2C1=O
 : -10.4%, -5.2%, 0.3, 12.6%, -2.7%, -3.2, -7.3%, 0.9%, 8.4%
CCCC/C=C/C(NC(=O)c1ccc(C(=O)OC)cc1)c1ccccc1 (stereo not given)
 : -2.1%, -11.3%, 0.2, ?, 21.9%, -3.0, -16.1%, 8.0%, -22.9%
Cc1ccc(S(=O)(=O)N(CC(O)CN(C)C)c2ccccc2)cc1 (stereo not given)
 : -8.0%, -14.3%, -2.5, -26.8%, -2.6%, -12.0, 6.5%, 4.0%, i
COc1ccccc1N(Cc1cc(=O)[nH]c2ccccc12)C(=O)c1ccc([N+](=O)[O-])cc1
 : -2.2%, 4.2%, -5.4, 6.4%, 6.9%, -4.4, 0.8%, 1.8%, -7.7%
CC(NC(=O)CCc1nc2cc(S(=O)(=O)N3CCOCC3)ccc2n1C)c1ccc(S(N)(=O)=O)cc1 (stereo not given)
 : -2.4%, 7.3%, -0.1, 1.5%, 2.3%, 2.0, 1.4%, 8.8%, i
O=C(CSc1ccsc1[N+](=O)[O-])N1CCN(c2ccccn2)CC1
 : ?, -29.8%, -2.8, -14.1%, 5.2%, -51.3*, -14.1%, 16.8%, -26.2%
O=C(CSc1nnc(-c2ccncc2)n1C1CCCCC1)Nc1cccc(O)c1
 : -2.4%, -15.7%, -0.1, -7.7%, 7.1%, -3.9, -15.5%, 8.3%, -0.9%[57.5 µM]
O=C(N/N=C/C(Cl)=C/c1ccccc1)c1ccccn1
 : 1.5%, 10.9%[0.307 µM], -0.2, 8.4%[0.307 µM], -13.1%, 3.6, -11.0%, 4.9%, -9.8%
O=C(CCCc1ccccc1)NCc1ccccn1
 : 0.4%, 2.3%, 2.5, 4.7%, -1.5%, 3.4, 16.9%, -5.4%, -10.0%
CCOC(=O)C1(CC2CC2)CCN(C(=O)c2cc(C3CC3)nc3ccccc23)CC1
 : -1.1%, 1.8%, 0.4, 10µM*, 0.9%, -0.1, -7.3%, 9.5%, -20.6%
CC(NC(=O)COC(=O)CCc1ccccc1)c1ccccc1 (stereo not given)
 : -2.9%, 0.8%, -2.9, 3.9%, 0.3%, -3.4, ?, -2.0%, i
O=C(CSc1cn[nH]n1)Nc1nc2ccccc2s1
 : -2.8%, -9.4%, 0.2, -13.6%, 3.1%, -6.3, 0.1%, 4.1%, -86.4%[inhibitor]
CCOC(=O)CSC1=C(C#N)C(c2ccco2)C(C(=O)Nc2cccc(C(F)(F)F)c2)=C(C)N1 (stereo not given)
 : -3.4%, 6.4%, 1.2, ?, -2.6%, ., -20.7%, 16.5%, -27.0%
Cc1cc(NC(=O)COC(=O)CNS(=O)(=O)c2c(F)cc(F)cc2Br)no1
 : -3.0%, -20.7%, -0.3, -25.9%, 5.8%, 0.4, -2.7%, -5.5%, -5.8%
O=C1[C@H]2[C@@H](c3ccc(C(F)(F)F)cc3)N[C@]3(CCCN(Cc4ccc(Br)cc4)C3=O)[C@H]2C(=O)N1Cc1ccccc1
 : 8.6%, 0.9%, 4.6, 2.82µM*, -3.1%, 8.0, 22.2%, -13.9%, -10.7%

# Continued; it opens with the four that closed the last part.
# Screens in order: PLK1 PBD inh, GLP1R cytotox, IL2 activator, GLP1R inv ag, GLP-1R agonist, PI5P4Ka inh, EPAC1 antagonist, EPAC1 agonist, PTHR1 ag
O=C(CSc1cn[nH]n1)Nc1nc2ccccc2s1
 : -2.8%, -9.4%, 0.2, -13.6%, 3.1%, -6.3, 0.1%, 4.1%, -86.4%[inhibitor]
CCOC(=O)CSC1=C(C#N)C(c2ccco2)C(C(=O)Nc2cccc(C(F)(F)F)c2)=C(C)N1 (stereo not given)
 : -3.4%, 6.4%, 1.2, ?, -2.6%, ., -20.7%, 16.5%, -27.0%
Cc1cc(NC(=O)COC(=O)CNS(=O)(=O)c2c(F)cc(F)cc2Br)no1
 : -3.0%, -20.7%, -0.3, -25.9%, 5.8%, 0.4, -2.7%, -5.5%, -5.8%
O=C1[C@H]2[C@@H](c3ccc(C(F)(F)F)cc3)N[C@]3(CCCN(Cc4ccc(Br)cc4)C3=O)[C@H]2C(=O)N1Cc1ccccc1
 : 8.6%, 0.9%, 4.6, 2.82µM*, -3.1%, 8.0, 22.2%, -13.9%, -10.7%
CCCCNS(=O)(=O)NC(=O)C1=C(N2CCCC2)COC1=O
 : -2.4%, -13.0%, 1.1, 15.2%, 10.3%, -0.7, 10.7%, 7.1%, -20.2%
CCN1CCN(c2c(Cl)cccc2NC(=O)c2ccc(Br)o2)CC1
 : -8.1%, 7.9%, 1.1, 1.9%, 6.8%, -0.4, -0.3%, -1.7%, -3.0%[57.5 µM]
C[C@@H]1CN([C@H](C)CO)C(=O)CCCn2nncc2CO[C@@H]1CN(C)S(=O)(=O)c1ccc(F)cc1
 : -8.4%, -5.0%, -1.1, 4.1%, 15.2%, -3.5, 11.0%, 10.7%, -14.0%
O=C1Nc2cc(C(=O)NCCN3CCCCCC3)ccc2S/C1=C\c1ccccc1
 : -7.7%, -15.9%, -1.1, ?, 21.6%, -11.3, -24.9%, 11.4%, -1.7%
COc1ccc(CCNCc2cc(C)n(-c3ccc(OC)cc3)c2C)cc1
 : 3.1%, -5.1%, -0.6, ?, -5.4%, -3.8, -3.0%, 15.6%, i
O=C(NC1CCCN(Cc2ccccc2F)C1)c1cccs1 (stereo not given)
 : 0.2%, -4.8%, -0.7, -21.8%, 3.5%, 0.2, -9.0%, 2.7%, i
O=C(NCC1CCCO1)NC1CCCCC1 (stereo not given)
 : -5.3%, 0.0%, -1.8, 2.5%, -11.1%, 0.4, -5.1%, 13.3%, -1.3%[57.5 µM]
O=C(c1ccc(CS(=O)Cc2ccccc2Cl)o1)N1CCN(C2CCCCC2)CC1 (stereo not given)
 : -7.1%, -4.2%, 0.1, 4.0%, 11.3%, 2.8, -3.3%, 6.7%, -1.2%
COc1cc(C(NC(C)=O)NC(C)=O)ccc1OCc1ccccc1
 : 7.0%, -14.9%, -0.6, 4.8%, -0.1%, 1.8, 6.8%, 2.5%, -8.5%
CSc1nc(N2CCN(c3ccccc3Cl)CC2)c2ccccc2n1
 : -7.4%, 21.9%, -1.3, ?, 16.3%, 1.1, 4.6%, 10.4%, -3.4%

# Screens (PubChem BioAssay)

# Only part of the results is shown; rates above refer to the full screens.
